Assay outcomes from PubChem BioAssay.
MEKK3 PB1 HTS: modulators of MEKK3-MEK5 PB1 binding, primary screen, biochemical, wildtype MEKK3, multiplex bead flow cytometry, Alexa488-MEK5; bead-based flow cytometry, Alexa488-MEK5 binding to MEKK3; actives lie on both sides; 0 = blocked by unlabeled MEK5, 100 = vehicle; binding response (% of control), % at 10 µM; Mitogen-activated protein kinase kinase kinase 3 (Homo sapiens), Q99759; AID 1529, 2009; hit rate 1.4% among 290,000;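 active = binding response more than 3 SD above or below the average of its plate-row segment, actives on both sides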;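 note: Alexa488 bead fluorescence after subtracting the streptavidin-only scavenger bead signal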
Target sequence (Q99759 whole entry, looked up): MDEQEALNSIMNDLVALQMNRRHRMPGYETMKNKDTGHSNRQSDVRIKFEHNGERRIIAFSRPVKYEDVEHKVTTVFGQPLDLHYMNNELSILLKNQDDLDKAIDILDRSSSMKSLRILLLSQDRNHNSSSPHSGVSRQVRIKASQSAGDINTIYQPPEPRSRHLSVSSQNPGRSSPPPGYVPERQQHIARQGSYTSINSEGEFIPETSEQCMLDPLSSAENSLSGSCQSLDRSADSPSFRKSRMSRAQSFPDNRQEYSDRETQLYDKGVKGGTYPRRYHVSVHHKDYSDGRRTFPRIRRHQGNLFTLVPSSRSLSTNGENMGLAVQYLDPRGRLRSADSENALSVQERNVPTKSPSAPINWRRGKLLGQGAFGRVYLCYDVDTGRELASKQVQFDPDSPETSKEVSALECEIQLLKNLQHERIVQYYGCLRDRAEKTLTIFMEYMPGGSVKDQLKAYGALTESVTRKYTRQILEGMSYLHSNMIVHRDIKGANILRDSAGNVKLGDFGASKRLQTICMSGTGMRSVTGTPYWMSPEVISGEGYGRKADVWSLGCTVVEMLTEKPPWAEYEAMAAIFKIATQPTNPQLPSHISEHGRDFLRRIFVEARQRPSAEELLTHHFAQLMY
CRFR2-BP ag: agonists of CRF-BP/CRF-R2 complex, primary screen, cell-based, HEK293, calcium dye fluorescence, uHTS. CRF-binding protein / CRF receptor 2 complex (human). calcium dye fluorescence (FLIPR); percent of saturating CRF peptide response. activation, % at 13.2 µM. hit rate 0.46% among 350,000. AID 588473, 2011;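 active = activation of at least 50%, plus an integration ratio under a set limit after plate pattern correction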;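 note: plate controls were neutral control wells without compound for no effect and CRF at EC100 for full effect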
CRFR2-BP antag: antagonists of CRF-BP/CRF-R2 complex, primary screen, cell-based, HEK293, calcium dye fluorescence, uHTS; CRF-induced calcium fluorescence; inhibition, % at 11.8 µM; hit rate 0.59% among 350,000;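 active = inhibition of the ligand-induced calcium signal above about 50% at the single tested concentration, limit read from the data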
SUMO HTRF inh: inhibitors of in vitro SUMOylation cascade, primary screen, biochemical, HTRF, uHTS; HTRF SUMOylation assay, SAE1/SAE2 + UBC9; SUMO-conjugating enzyme UBC9 (Homo sapiens), P63279; hit rate 0.36% among 290,000; AID 2006, 2009; inhibition, % at 35 µM; in the data active = inhibition above about 50%, passing the limit was not always enough; note: strong numbers were not always called active
Target sequence (P63279 whole entry, looked up): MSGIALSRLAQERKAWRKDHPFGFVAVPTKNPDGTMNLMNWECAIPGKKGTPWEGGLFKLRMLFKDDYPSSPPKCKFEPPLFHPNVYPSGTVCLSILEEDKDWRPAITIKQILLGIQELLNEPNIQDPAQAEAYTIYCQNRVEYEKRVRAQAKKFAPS
MEKK2mut PB1 HTS: MEK5 binding signal on mutant MEKK2 PB1, primary screen, biochemical, multiplex bead flow cytometry, Alexa488-MEK5. percent response, % at 10 µM. hit rate 0.35% among 290,000. Alexa488-MEK5 binding to MEKK2 mutant. AID 1530, 2009; in the data active = percent response above about 24%, passing the limit was not always enough; note: inactives centre near 1; some results filed as inactive read as strong as hits
MEKK2 WT-MEK5: modulators of MEK5 binding to wildtype MEKK2, primary screen, biochemical, multiplex bead flow cytometry, Alexa488-MEK5; Mitogen-activated protein kinase kinase kinase 2 (Homo sapiens), Q9Y2U5; Alexa488-MEK5 binding to MEKK2 WT; actives lie on both sides; binding response (% of control), % at 10 µM; hit rate 1.1% among 290,000; in the data active = binding response below about 67% or above about 130%
NS3 helicase inh: inhibitors of HCV NS3 helicase, primary screen, biochemical, Cy5 molecular beacon fluorescence; NS3 helicase DNA unwinding; inhibition, % at 10.9 µM; hit rate 0.56% among 290,000;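 active = inhibition above the mean of all tested compounds plus 3 SD, set per campaign, cut at about 35% in these data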;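 note: 0% = DMSO wells and 100% = thioflavine S control wells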
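Control set: DMSO versus 110 µM thioflavine S; Material: NS3 helicase fragment of HCV; Measured by: Cy5 fluorescence at 0 and 60 min, beacon hairpin quenching; Read-out basis: percent inhibition from t60/t0 fluorescence ratio; Times: reaction time 60 min, 25 °C; Repeats: single replicate; Compound dosing: single dose, 10.9 µM nominal final, DMSO 0.8% final.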
GalR3 antagonist: GalR3 antagonists in HEK293 cells, primary screen, cell-based, fluorescence readout. Galanin receptor type 3 (Homo sapiens), O60755. HEK293 GalR3-CNG cAMP membrane potential fluorescence; galR3 body fused to GalR1 C-terminus. inhibition, % at 3 µM. hit rate 0.44% among 360,000;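 active = inhibition above the screen-wide average plus 3 SD, cut at about 13% in these data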;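 note: forskolin and galanin both at EC90 stimulate the cells; cAMP rise reported by CNG channel membrane potential dye signal; 0% = forskolin plus galanin with DMSO and 100% = forskolin alone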
Target sequence (O60755 1-299 limits assumed): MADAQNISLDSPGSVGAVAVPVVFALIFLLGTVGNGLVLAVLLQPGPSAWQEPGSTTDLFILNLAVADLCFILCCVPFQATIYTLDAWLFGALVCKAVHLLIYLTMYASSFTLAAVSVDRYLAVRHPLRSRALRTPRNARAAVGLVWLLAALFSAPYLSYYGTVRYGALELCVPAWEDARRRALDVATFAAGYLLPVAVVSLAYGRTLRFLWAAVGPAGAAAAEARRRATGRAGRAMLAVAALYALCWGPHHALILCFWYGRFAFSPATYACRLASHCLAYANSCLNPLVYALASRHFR
FID counter: compounds displacing fluorescent DNA intercalator, primary screen, artefact control for HCV NS3 helicase inhibitor project, biochemical, FID fluorescence; DNA fluorescent intercalator displacement; hit rate 0.17% among 290,000; inhibition, % at 7.9 µM; in the data active = inhibition above about 37%;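 note: 0% = vehicle and 100% = reference compound; higher means more ethidium bromide displaced from hairpin DNA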
Active calls of the source: *; [ ] = remark or other dose.

Screening CC(C)Cc1cc(C(=O)Nc2sc3c(c2C#N)CCC3)no1 returned MEKK3 PB1 HTS 99.0, CRFR2-BP ag 10.0, CRFR2-BP antag 7.9, SUMO HTRF inh 4.5, MEKK2mut PB1 HTS 2.0, MEKK2 WT-MEK5 98.0, NS3 helicase inh 21.6 and FID counter -4.2.
For O=C(C1CCCC1)N1CCC(CO)(Cc2ccccc2Cl)CC1 the results were MEKK3 PB1 HTS 109.0, CRFR2-BP ag -1.6, CRFR2-BP antag -17.5, SUMO HTRF inh -4.7, MEKK2mut PB1 HTS -1.0, MEKK2 WT-MEK5 101.0, NS3 helicase inh 4.2, GalR3 antagonist -1.4 and FID counter -42.8.
O=C(NCc1ccccc1)C1C(=O)N(Cc2ccccc2)C(=O)C1C1(O)CCCC1 (stereo unspecified) was read as MEKK3 PB1 HTS 100.0, CRFR2-BP ag -2.0, CRFR2-BP antag -30.9, SUMO HTRF inh 6.7, MEKK2mut PB1 HTS -2.0, MEKK2 WT-MEK5 99.0, NS3 helicase inh 5.7, GalR3 antagonist -5.3 and FID counter -11.6.
For C=CCOC(=O)Nc1c(C(=O)OC)[nH]c2ccccc12 the results were MEKK3 PB1 HTS 101.0, CRFR2-BP ag -2.5, CRFR2-BP antag -1.6, SUMO HTRF inh 21.5, MEKK2mut PB1 HTS 1.0, MEKK2 WT-MEK5 102.0, NS3 helicase inh -0.4, GalR3 antagonist -3.8 and FID counter 1.4.
`Cc1ccccc1/[N+]([O-])=C/c1ccncc1` gave MEKK3 PB1 HTS 102.0, CRFR2-BP ag -1.5, CRFR2-BP antag 7.3, SUMO HTRF inh -0.4, MEKK2mut PB1 HTS 2.0, MEKK2 WT-MEK5 105.0, NS3 helicase inh 5.4, GalR3 antagonist -3.1 and FID counter 1.4.
For COCCOC(=O)C1=C(C)NC2=C(C(=O)CC(c3cccs3)C2)C1c1ccsc1 (stereo unspecified) the results were MEKK3 PB1 HTS 101.0, CRFR2-BP ag 2.3, CRFR2-BP antag -6.5, SUMO HTRF inh -3.4, MEKK2mut PB1 HTS 2.0, MEKK2 WT-MEK5 103.0, NS3 helicase inh -6.0, GalR3 antagonist -3.8 and FID counter -18.8.
O=C(c1cc(COc2c(F)cccc2F)on1)N1CCC(c2ccccc2F)C1 (stereo unspecified) was read as MEKK3 PB1 HTS 103.0, CRFR2-BP ag -1.4, CRFR2-BP antag 6.6, SUMO HTRF inh -7.6, MEKK2mut PB1 HTS -1.0, MEKK2 WT-MEK5 97.0, NS3 helicase inh -7.0, GalR3 antagonist -2.5 and FID counter -21.0.
For COc1ccc2c(c1)c1nc3ccccc3nc1n2CC(=O)OC(C)C the results were MEKK3 PB1 HTS 98.0, CRFR2-BP ag 12.6, CRFR2-BP antag -6.3, SUMO HTRF inh 31.3, MEKK2mut PB1 HTS 2.0, MEKK2 WT-MEK5 94.0, NS3 helicase inh -3.0, GalR3 antagonist -3.1 and FID counter -1.8.
For Cc1ccccc1N(C)C(=O)C1CCCN(c2ncnc3c2nc2n3CCCCC2)C1 (stereo unspecified) the results were MEKK3 PB1 HTS 101.0, CRFR2-BP ag -5.5, CRFR2-BP antag -8.6, MEKK2mut PB1 HTS 7.0, MEKK2 WT-MEK5 99.0, NS3 helicase inh -1.2, GalR3 antagonist 1.9 and FID counter -58.5.
For CCOC(=O)COc1ccc(Br)cc1/C=C1\SC(N)=NC1=O the results were MEKK3 PB1 HTS 96.0, CRFR2-BP ag -2.7, CRFR2-BP antag 6.1, SUMO HTRF inh -12.4, MEKK2mut PB1 HTS 1.0, MEKK2 WT-MEK5 94.0, NS3 helicase inh 1.1, GalR3 antagonist -4.0 and FID counter -16.7.
For C/C(=C1\SC(N2CCOCC2)=NC1=O)c1ccc(C)cc1 the results were MEKK3 PB1 HTS 99.0, CRFR2-BP ag 1.6, CRFR2-BP antag 27.1, SUMO HTRF inh 0.5, MEKK2mut PB1 HTS 1.0, MEKK2 WT-MEK5 97.0, NS3 helicase inh -0.9, GalR3 antagonist 0.5 and FID counter -15.6.
For CCCN(c1nc(C)cc(OC)n1)S(=O)(=O)c1ccccc1 the results were CRFR2-BP ag -1.4, CRFR2-BP antag 5.4, SUMO HTRF inh 0.3, NS3 helicase inh 0.8, GalR3 antagonist -10.3 and FID counter -7.1.
Cn1c(=O)c2c(nc(SCCN3CCOCC3)n2Cc2ccccc2)n(C)c1=O was read as MEKK3 PB1 HTS 110.0, CRFR2-BP ag -0.9, CRFR2-BP antag 0.5, SUMO HTRF inh -3.9, MEKK2mut PB1 HTS -5.0, MEKK2 WT-MEK5 102.0, NS3 helicase inh -1.9, GalR3 antagonist -2.3 and FID counter -16.9.
`O=C(NC12CC3CC(CC(C3)C1)C2)c1ccc(=O)oc1` gave MEKK3 PB1 HTS 100.0, CRFR2-BP ag 0.5, CRFR2-BP antag 0.3, SUMO HTRF inh 5.9, MEKK2mut PB1 HTS 8.0, MEKK2 WT-MEK5 108.0, NS3 helicase inh 6.1, GalR3 antagonist -1.5 and FID counter -0.3.
`CC(=O)NC1=NN(C(C)=O)C(C)(c2cccc([N+](=O)[O-])c2)S1` (stereo unspecified) gave MEKK3 PB1 HTS 100.0, CRFR2-BP ag 2.1, CRFR2-BP antag -5.5, SUMO HTRF inh 3.4, MEKK2mut PB1 HTS 4.0, MEKK2 WT-MEK5 101.0, NS3 helicase inh 6.1, GalR3 antagonist -6.2 and FID counter 2.0.
Screening COc1ccc(OCC(O)CN(C)C(=O)/C=C/c2cccc([N+](=O)[O-])c2)cc1 (stereo unspecified) returned MEKK3 PB1 HTS 102.0, CRFR2-BP ag 0.0, CRFR2-BP antag 4.1, SUMO HTRF inh 7.8, MEKK2mut PB1 HTS 0.0, MEKK2 WT-MEK5 100.0, NS3 helicase inh 0.3, GalR3 antagonist -4.0 and FID counter -13.3.
Screening CCOc1ccc(C(=O)NCCCN2CCOCC2)cc1OCC returned MEKK3 PB1 HTS 94.0, CRFR2-BP ag -0.9, CRFR2-BP antag 8.5, SUMO HTRF inh -5.3, MEKK2mut PB1 HTS 0.0, MEKK2 WT-MEK5 99.0, NS3 helicase inh -7.9, GalR3 antagonist -3.3 and FID counter 2.6.
`COc1ccc(CC(=O)NNS(=O)(=O)c2ccc(F)cc2)cc1` gave MEKK3 PB1 HTS 104.0, CRFR2-BP ag -0.7, CRFR2-BP antag 10.6, SUMO HTRF inh -11.8, MEKK2mut PB1 HTS -2.0, MEKK2 WT-MEK5 97.0, NS3 helicase inh -3.2, GalR3 antagonist -9.2 and FID counter -2.0.
[O-]/[N+](=C/c1ccc(F)cc1)c1ccccc1 was read as MEKK3 PB1 HTS 83.0, CRFR2-BP ag 1.3, CRFR2-BP antag -3.1, SUMO HTRF inh 22.3, MEKK2mut PB1 HTS -5.0, MEKK2 WT-MEK5 88.0, NS3 helicase inh -6.8, GalR3 antagonist -2.5 and FID counter 3.4.
`Cc1ccc(S(=O)(=O)NCCC(c2ccc(F)cc2)c2ccco2)cc1` (stereo unspecified) gave MEKK3 PB1 HTS 98.0, CRFR2-BP ag 3.8, CRFR2-BP antag -39.6, SUMO HTRF inh -17.3, MEKK2mut PB1 HTS -1.0, MEKK2 WT-MEK5 104.0, NS3 helicase inh 15.7, GalR3 antagonist -2.0 and FID counter -20.3.
COC(=O)c1cc(Br)ccc1NC(=O)Nc1ccccc1 was read as MEKK3 PB1 HTS 107.0, CRFR2-BP ag -2.0, CRFR2-BP antag -7.8, SUMO HTRF inh -1.9, MEKK2mut PB1 HTS 6.0, MEKK2 WT-MEK5 108.0, NS3 helicase inh -8.0, GalR3 antagonist -4.4 and FID counter -2.0.
Screening CC1=NN(c2ccc(C)cc2C)C(=O)C1C(c1ccccc1)C1C(=O)N(c2ccc(C)cc2C)N=C1C (stereo unspecified) returned MEKK3 PB1 HTS 104.0, CRFR2-BP ag -1.3, CRFR2-BP antag -2.3, SUMO HTRF inh 38.2, MEKK2mut PB1 HTS 14.0, MEKK2 WT-MEK5 104.0, NS3 helicase inh 1.9 and FID counter -12.8.
For CSc1cccc(CN2CCN(Cc3ccccc3)C(CCO)C2)c1 (stereo unspecified) the results were MEKK3 PB1 HTS 48.0*[inhibitor], CRFR2-BP ag -1.2, CRFR2-BP antag -12.7, SUMO HTRF inh -0.7, MEKK2mut PB1 HTS -15.0, MEKK2 WT-MEK5 58.0, NS3 helicase inh -15.8, GalR3 antagonist -5.5 and FID counter 13.2.
`Cc1cccc(NC(=O)CSc2nnc(-c3cc(C)[nH]n3)n2N)c1` gave MEKK3 PB1 HTS 99.0, CRFR2-BP ag -0.6, CRFR2-BP antag 3.4, SUMO HTRF inh 0.7, MEKK2mut PB1 HTS 2.0, MEKK2 WT-MEK5 103.0, NS3 helicase inh 0.1, GalR3 antagonist 3.5 and FID counter -6.9.
For COc1ccccc1OCCCC(=O)NC(C)c1ccccc1 (stereo unspecified) the results were MEKK3 PB1 HTS 90.0, CRFR2-BP ag 0.0, CRFR2-BP antag -9.8, SUMO HTRF inh -3.3, MEKK2mut PB1 HTS -9.0, MEKK2 WT-MEK5 87.0, NS3 helicase inh -6.3, GalR3 antagonist -5.9 and FID counter -15.6.
Screening CCc1ccc(C2c3[nH]c4ccccc4c3CCN2C(=O)c2ccc(=O)n(C)n2)cc1 (stereo unspecified) returned MEKK3 PB1 HTS 100.0, CRFR2-BP ag 0.9, CRFR2-BP antag -0.3, SUMO HTRF inh -11.3, MEKK2mut PB1 HTS -7.0, MEKK2 WT-MEK5 94.0, NS3 helicase inh -6.9, GalR3 antagonist -8.4 and FID counter -24.5.

Of the compounds above, these contain an NH in an aromatic ring.
For C=CCOC(=O)Nc1c(C(=O)OC)[nH]c2ccccc12 the results were MEKK3 PB1 HTS 101.0, CRFR2-BP ag -2.5, CRFR2-BP antag -1.6, SUMO HTRF inh 21.5, MEKK2mut PB1 HTS 1.0, MEKK2 WT-MEK5 102.0, NS3 helicase inh -0.4, GalR3 antagonist -3.8 and FID counter 1.4.
`Cc1cccc(NC(=O)CSc2nnc(-c3cc(C)[nH]n3)n2N)c1` gave MEKK3 PB1 HTS 99.0, CRFR2-BP ag -0.6, CRFR2-BP antag 3.4, SUMO HTRF inh 0.7, MEKK2mut PB1 HTS 2.0, MEKK2 WT-MEK5 103.0, NS3 helicase inh 0.1, GalR3 antagonist 3.5 and FID counter -6.9.
Screening CCc1ccc(C2c3[nH]c4ccccc4c3CCN2C(=O)c2ccc(=O)n(C)n2)cc1 (stereo unspecified) returned MEKK3 PB1 HTS 100.0, CRFR2-BP ag 0.9, CRFR2-BP antag -0.3, SUMO HTRF inh -11.3, MEKK2mut PB1 HTS -7.0, MEKK2 WT-MEK5 94.0, NS3 helicase inh -6.9, GalR3 antagonist -8.4 and FID counter -24.5.

Not all compounds are listed. The share of hits here may be higher or lower than overall.
